procasp3 activ: activators of human procaspase-3 | P42574 | recombinant procaspase-3 D3A, Ac-DEVD-pNA absorbance 405 nm | activation, % at 8.5 µM | 0.11% of 330,000 active | AID 463141;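 active means activation above the mean of all tested compounds plus 3 SD, cut at about 21% in these data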;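 further: 0% = DMSO alone and 100% = DMSO wells spiked with extra 5 µM PC-3 D3A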
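Assay system: Procaspase-3 D3A mutant, all three cleavage aspartates alanine. Buffer or medium: Zinc-free HEPES saline buffer with Triton X-100. Times: 1 h compound preincubation, 2 h substrate hydrolysis at 25 °C. Measured by: 405 nm absorbance of p-nitroaniline, reads at 0 and 120 min. Read-out basis: percent activation relative to control range. Replicates: singlicate.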
EBNA-1 inh: blocks EBNA-1 binding to DNA; inhibition, % at 14.8 µM; EBNA-1 DNA binding, fluorescence polarization; 0.34% of 300,000 active; AID 1950; in the data active means inhibition above about 28%
ZTA counter: ZTA (EBV) inhibition in EBNA-1 counter-screen; ZTA-DNA binding, fluorescence polarization; inhibition, % at 11 µM; AID 2234; 0.15% of 320,000 active; in the data active means inhibition above about 33%
RPL19A-GFP yeast: yeast TOR pathway RPL19A-GFP modulation. S. cerevisiae RPL19A-GFP strain, flow cytometry, 3 h; hits give low values. percent response vs DMSO, % at 10 µM. 0.3% of 330,000 active. AID 2025;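 active means percent response vs DMSO below 50%; inconclusive means fewer than 70 events counted for the yeast strain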;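 further: median channel GFP fluorescence of the barcoded RPL19A-GFP strain; ratio of sample median GFP to plate DMSO average so 100% = DMSO; lower means less RPL19A-GFP as with rapamycin TOR inhibition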
AHR act: activates the human aryl hydrocarbon receptor. P35869. AHR-responsive luciferase reporter cells, luminescence. activation, % at 5 µM. 2.5% of 320,000 active; in the data active means activation above about 47%;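 further: 0% = vehicle wells and 100% = reference agonist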
MEP2 TOR yeast: alters MEP2-GFP fluorescence in TOR pathway yeast screen | AID 2016 | GFP response vs DMSO, % at 10 µM | 0.51% of 330,000 active | S. cerevisiae MEP2-GFP strain, flow cytometry GFP, 3 h; 100% = DMSO control level;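 active means GFP response versus DMSO above a set limit, roughly screen mean plus 3 SD, cut at about 180% in these data; inconclusive means fewer than 70 cells counted for a yeast strain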;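 further: median GFP fluorescence of the barcode-gated MEP2-GFP cells per well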
LAP4-GFP MLPCN: yeast TOR pathway LAP4-GFP modulation; S. cerevisiae LAP4-GFP multiplex, flow cytometry GFP, 3 h; median GFP as percent of DMSO wells; GFP response vs DMSO, % at 10 µM; 0.34% of 320,000 active; AID 2023;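 active means GFP response vs DMSO above a set limit, about the screen mean plus 3 SD, cut at about 150% in these data; inconclusive means under 70 cell events counted for the yeast strain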
proCasp7 act: counter-screen for procaspase-3 activators: activators of human procaspase-7 | activation, % at 8.5 µM | recombinant procaspase-7, Ac-DEVD-pNA absorbance 405 nm; D23A/D198A/D206A triple mutant, cannot self-cleave; scale: DMSO 0, 5 µM enzyme 100 | 0.093% of 330,000 active | P55210;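 active means percent activation above the screen-wide mean plus 3 SD, cut at about 25% in these data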
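Assay system: Uncleavable procaspase-7 mutant enzyme; Input: 2 µM procaspase-7 mutant as dispensed; Also added: DEVD-pNA substrate; Medium: Zinc-free HEPES pH 7.4 with 300 mM NaCl, 0.01% Triton X-100; Timing: 1 h compound preincubation, 2 h substrate cleavage, 25 °C; Measured by: Epi-absorbance of released pNA at 405 nm, two timepoints.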
Starred values were filed as active, the others as inactive; ? = inconclusive; . = no result given.

SMILES	procasp3 activ	EBNA-1 inh	ZTA counter	RPL19A-GFP yeast	AHR act	MEP2 TOR yeast	LAP4-GFP MLPCN	proCasp7 act
Cc1cccc(N(C(=O)c2sc(C)nc2C)C(C(=O)NCc2ccco2)c2ccccc2)c1 (stereo not given)	-1	-8	10	99	-1	98	101	-7
Nc1ccc2nc(-c3cccs3)[nH]c2c1	1	-2	3	93	21	95	98	-7
O=C(O)CCCN(Cc1cccc(Br)c1)S(=O)(=O)c1ccc(Br)cc1	-2	1	-4	99	4	98	95	9
CSc1ccccc1OCc1cc(C(=O)NC2CCOC2)no1 (stereo not given)	1	-9	-10	100	13	109	93	-2
CCCC(=O)C1CCN(Cc2ccccc2)CC1	7	7	13	103	1	108	104	5
O=C(COc1ccc([N+](=O)[O-])cc1)NC(C(=O)O)C(O)c1cccc([N+](=O)[O-])c1 (stereo not given)	3	11	-2	104	0	107	98	0
O=C1NC(=Nc2ccccc2Br)SC1(CO)CO	-4	1	-1	108	2	101	98	-4
O=C(COc1ccccc1Cl)Nc1ccccc1C(=O)Nc1cccc(C(=O)O)c1	-3	-2	1	99	1	103	97	8
O=C(NCC(c1cccs1)N1CCOCC1)c1cc(S(=O)(=O)N2CCOCC2)c(Cl)cc1Cl (stereo not given)	6	1	-3	105	8	109	107	3
Cc1ccc(C(=O)OCC(=O)Nc2cccc(S(=O)(=O)N3CCOCC3)c2)o1	0	.	-11	104	-2	116	105	-6
CCOC(=O)c1ccc(NC(=S)NC(=O)COc2ccccc2)cc1	2	0	18	100	2	97	109	6
CCC1=Nc2cc(C(=O)NCCN3CCCC3)ccc2Sc2ccccc21	-1	-2	-21	96	1	105	106	7
CC1(C(=O)N2CC3(CC(c4ccccc4)=NO3)C[C@H]2C(=O)NCC(N)=O)CC1 (stereo not given in full)	1	7	0	97	3	86	105	1
OC(COc1ccc(OCC(O)CN2CCN(Cc3ccccc3)CC2)cc1)CN1CCN(Cc2ccccc2)CC1 (stereo not given)	-6	-11	-10	96	0	96	111	8
CC(C)(C#N)Nn1cnnc1	-2	-9	-16	93	-1	92	84	4
O=C(CN(Cc1ccccc1)C(=O)CCC(=O)Nc1ccccn1)NCc1ccc(F)cc1	3	0	5	97	0	95	96	-8
COc1ccc(C(=O)COC(=O)CCNS(=O)(=O)c2ccccc2)cc1Br	1	8	0	?	-1	?	?	-8
CC(C)C(=O)NC(=S)Nc1c(Cl)ccc2nsnc12	-3	-9	13	97	9	102	112	-3
O=c1c2ccccc2[nH]c(=S)n1Cc1ccccc1Cl	8	17	4	102	2	111	93	6
O=C(Cc1ccc(Cl)cc1)N1CCN(c2ccccc2)CC1	0	4	-3	104	7	104	101	8
CCCCCC(=O)Nc1cccc(C2=NOC3(C2)C[C@@H](C(N)=O)N(C(=O)C2(C)CC2)C3)c1 (stereo not given in full)	6	7	10	104	2	103	97	-1
Fc1cccc(F)c1-c1nc(-c2ccncc2)no1	-2	-1	-1	100	39	103	90	-2
CC(C)C[C@H](NC(=O)OC(C)(C)C)C(=O)N1CCC(C(=O)N[C@@H](Cc2ccccc2)C(=O)O)CC1	-6	3	3	96	-2	99	97	5
CN1/C(=C\P(=O)(N(C)C)N(C)C)C(C)(C)c2ccccc21	3	7	8	116	-2	97	79	0
CCOc1ccc(NC(=O)COc2coc(CN3CCc4ccccc4C3)cc2=O)cc1	6	-7	1	100	3	106	103	-1

Among those listed so far, 5 have a Cl atom.
SMILES	procasp3 activ	EBNA-1 inh	ZTA counter	RPL19A-GFP yeast	AHR act	MEP2 TOR yeast	LAP4-GFP MLPCN	proCasp7 act
O=C(COc1ccccc1Cl)Nc1ccccc1C(=O)Nc1cccc(C(=O)O)c1	-3	-2	1	99	1	103	97	8
O=C(NCC(c1cccs1)N1CCOCC1)c1cc(S(=O)(=O)N2CCOCC2)c(Cl)cc1Cl (stereo not given)	6	1	-3	105	8	109	107	3
CC(C)C(=O)NC(=S)Nc1c(Cl)ccc2nsnc12	-3	-9	13	97	9	102	112	-3
O=c1c2ccccc2[nH]c(=S)n1Cc1ccccc1Cl	8	17	4	102	2	111	93	6
O=C(Cc1ccc(Cl)cc1)N1CCN(c2ccccc2)CC1	0	4	-3	104	7	104	101	8

Additional records.
SMILES	procasp3 activ	EBNA-1 inh	ZTA counter	RPL19A-GFP yeast	AHR act	MEP2 TOR yeast	LAP4-GFP MLPCN	proCasp7 act
Cc1ccccc1-c1nnn(CC(=O)Nc2ccc3c(c2)OCCO3)n1	-3	19	4	100	4	104	109	1
CC(NC(=O)C1CCN(S(=O)(=O)N2CCCCCC2)CC1)c1ccccc1 (stereo not given)	6	16	4	.	-2	108	103	2
Nc1nc(Nc2ccc(Cl)cc2Cl)nc(C(F)(F)F)n1	-4	1	21	100	10	106	98	8
CC/C=C/C(=O)N1CC2(CC(c3cccc(NC(=O)CC(c4ccccc4)c4ccccc4)c3)=NO2)C[C@@H]1C(N)=O (stereo not given in full)	-5	-4	2	99	0	101	96	-6
O=C(NCC1CCCO1)c1c(O)nc2sccn2c1=O (stereo not given)	-2	8	6	103	-1	97	95	5
CCCCNC(=O)Cn1c(-c2ccc(OC)cc2)noc1=O	-7	7	2	99	-3	99	96	4
Cc1cc(C)cc(N(CC(=O)NCc2ccco2)C(=O)CCC(=O)Nc2nccs2)c1	7	11	0	94	10	98	93	7
COc1ccc(/C=C2\CCCC(C(=O)C(F)(F)F)=C2O)cc1	-8	-9	-11	103	0	104	103	-8
CCN(CC(=O)Nc1c(F)cccc1F)C(=O)c1ccc(C)c(S(=O)(=O)N2CCCCC2)c1	0	6	0	97	-2	99	103	16
Cc1ccc(NC(=O)C(C)N2C(=O)C3C4CC(C(Br)C4Br)C3C2=O)cc1 (stereo not given)	3	-16	-22	97	2	100	84	5
COc1ccccc1CNC(=O)c1n[nH]c2ccccc12	15	-3	10	101	13	101	112	6
N/C(=N\OC(=O)CC(c1ccccc1)c1ccccc1)c1cccnc1	-11	5	8	105	1	102	96	12
O=C(CCn1cccc1)Nc1ccccc1F	1	9	-4	92	0	111	95	0
COc1cc(C(=O)NC(=S)NC(C)C)cc(OC)c1OC	-5	-12	7	93	44	87	90	-3
NS(=O)(=O)c1ccc(NC(=O)c2cccc(Cl)c2)cc1	1	-12	-8	95	4	94	98	-2
O=C(NN1C(=O)C2C3C=CC(C3)C2C1=O)c1ccncc1 (stereo not given)	1	2	4	99	-1	99	96	5
CCn1c(=O)n(CC(=O)Nc2cc(OC)ccc2OC)c(=O)c2ccccc21	-11	5	-12	101	8	104	112	0
CCOC(=O)c1cnn2c(C(F)(F)F)cc(-c3cn(C)nc3C)nc12	4	-2	-3	97	5	107	100	5
O=S(=O)(c1ccc(Br)cc1)c1nc(-c2ccccc2)oc1NCCN1CCOCC1	11	-9	0	100	-1	103	96	-8
COC(=O)c1cccc(NC(=O)NC(=O)c2ccc(Cl)cc2)c1	-2	1	0	105	-12	107	106	7
COc1ccc(OCC(O)CN2CC(C)OC(C)C2)cc1 (stereo not given)	9	-8	-12	106	5	106	93	-8
Cc1ccc(SC(C)C(=O)N2CCN(c3ccccc3)CC2)cc1 (stereo not given)	8	12	-2	101	-2	95	89	-1
O=C(COc1ccccc1)NCCSCc1ccc(Cl)cc1	-2	10	6	102	-2	100	93	-1
Cc1cccc(-n2c3nc(=O)[nH]c(=O)c-3cc3c(C)nn(-c4ccccc4)c32)c1C	6	0	-9	103	1	106	96	7
CCOC(=O)CNC(=O)C1Cc2ccccc2CN1S(=O)(=O)c1cccs1 (stereo not given)	10	-10	-6	94	2	109	117	3

Some of these compounds in order of SMILES length, largest number first.
SMILES	procasp3 activ	EBNA-1 inh	ZTA counter	RPL19A-GFP yeast	AHR act	MEP2 TOR yeast	LAP4-GFP MLPCN	proCasp7 act
OC(COc1ccc(OCC(O)CN2CCN(Cc3ccccc3)CC2)cc1)CN1CCN(Cc2ccccc2)CC1 (stereo not given)	-6	-11	-10	96	0	96	111	8
Cc1ccc(NC(=O)C(C)N2C(=O)C3C4CC(C(Br)C4Br)C3C2=O)cc1 (stereo not given)	3	-16	-22	97	2	100	84	5
CC(NC(=O)C1CCN(S(=O)(=O)N2CCCCCC2)CC1)c1ccccc1 (stereo not given)	6	16	4	.	-2	108	103	2
CCC1=Nc2cc(C(=O)NCCN3CCCC3)ccc2Sc2ccccc21	-1	-2	-21	96	1	105	106	7
Cc1ccc(SC(C)C(=O)N2CCN(c3ccccc3)CC2)cc1 (stereo not given)	8	12	-2	101	-2	95	89	-1
Nc1nc(Nc2ccc(Cl)cc2Cl)nc(C(F)(F)F)n1	-4	1	21	100	10	106	98	8

Going on with the list.
SMILES	procasp3 activ	EBNA-1 inh	ZTA counter	RPL19A-GFP yeast	AHR act	MEP2 TOR yeast	LAP4-GFP MLPCN	proCasp7 act
O=C(c1nc2ccccn2c1CNCCCn1ncc2ccccc21)N1CCCC1	2	-1	7	99	3	99	101	8
CCOC(=O)NC(NCc1cccc(C(F)(F)F)c1)(C(F)(F)F)C(F)(F)F	7	11	-10	103	-1	109	105	2
COc1ccc(O)c(C(=O)c2cc(C#N)c(=O)n(Cc3ccccc3)c2)c1	-1	4	15	96	2	96	104	3
COc1ccccc1NC(=O)/C(=C/c1cccc([N+](=O)[O-])c1)c1ccccc1	5	-6	-2	105	3	110	112	6
CS(=O)(=O)N1N=C(c2cccs2)CC1c1ccc(F)cc1 (stereo not given)	-4	-4	-8	100	6	100	113	-5
CCOc1ccc(S(=O)(=O)N2CCCCC2)c2ccccc12	4	-3	8	95	6	83	.	4
COCCn1c(=O)[nH]c2cc(C(=O)Nc3cc(C)cc(C)c3)ccc2c1=O	-1	3	-5	108	4	106	100	0
COc1ccccc1NC(=O)C1=C(C)Nc2nnnn2C1c1ccccn1 (stereo not given)	-9	1	10	103	10	100	105	-2
O=c1[nH]c(N2CCOCC2)nc2ncn(Cc3ccccc3)c12	-10	2	-2	96	21	93	96	13
O=C(CSCc1cc(=O)n2ccsc2n1)Nc1ccccc1	1	1	14	93	0	95	91	8
O=C(CSc1ncnc2c1oc1ccccc12)Nc1ccc2c(c1)OCCO2	-7	6	10	101	1	101	99	8
Cc1cc(C)c2nc(NC(=O)C3CCCO3)sc2c1 (stereo not given)	0	3	-4	94	33	101	110	-5
COc1ccc(Cl)cc1NC(=O)COC(=O)c1c(-c2ccccc2)noc1C	-1	.	7	99	6	100	115	-1

High-throughput results (PubChem)
